# Screens as filed in PubChem BioAssay.
# E-sel TNF inh = blocks E-selectin expression induced by TNF alpha; AID 1246; 120,000 compounds, 0.71% hits; inhibition, % at 2 µM; HUVEC TNFa-induced E-selectin immunofluorescence, high content;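 active = inhibition above the batch mean plus 3 SD, and confirmed as a hit on visual image review, cut at about 43% in these data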;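 note: 0% = TNF-stimulated DMSO wells and 100% = unstimulated control wells; not every result past the cut was called active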
# * marks the source's active call; other numbers are inactive results. This is a subset (hit frequency here may not be typical).
E-sel TNF inh	SMILES
-34	CC(=O)c1c(C)[nH]c(C(=O)Nc2cc(S(=O)(=O)N(C)C)ccc2C)c1C
3	Cc1nn(CCCC(=O)Nc2ccc(Br)cc2F)c(C)c1[N+](=O)[O-]
-1	Cc1ccc(C)c(NCC(=O)NNC(=S)Nc2ccccc2)c1
3	S=C(NCC1CCCO1)N1CCN(c2nc(-c3ccc(Cl)cc3)cs2)CC1 (configuration not stated)
7	CCCCn1c(=O)c(CCC(=O)OCC(=O)NC(=O)NCCC(C)C)nc2ccccc21
-27	O=C(Nc1cccc(NC(=O)c2ncn[nH]2)c1)c1cccc(Cl)c1
-3	CN(C)/C=N/c1nc2nccc(-c3ccc(F)cc3)n2n1
-8	CCN(CC)S(=O)(=O)c1ccc(N2CCOCC2)c(NC(=O)c2cccc(C#N)c2)c1
3	Cc1ccc(C)c(N2CCN(C(=S)Nc3ccc4nc(N5CCN(C)CC5)cc(C)c4c3)CC2)c1
-14	O=C(COC(=O)CCc1nc2ccccc2s1)NC(=O)NCc1ccco1
-9	CCCCN(c1ccccc1)S(=O)(=O)c1cccc(C(=O)O)c1
-27	COc1ccccc1NC(=O)c1cc2ccccc2nc1C
-21	CS(=O)(=O)N1CCC(C(=O)N2CCN(c3ccccc3F)CC2)CC1
-37	Fc1ccccc1OCCSc1ncnc2nc[nH]c12
-6	COC(=O)CSCC(=O)Nc1nnc(-c2ccccc2C)s1
12	S=c1[nH]nc(-c2cccs2)n1Cc1ccccc1
11	CCN1C(=O)CS/C1=N\S(=O)(=O)c1ccc(Cl)cc1
-12	Cc1onc(-c2ccccc2)c1C(=O)c1c[nH]c(C(=O)NCc2ccncc2)c1
-15	CCOc1ccc(C(=O)Nc2cc(C)ccn2)cc1
-11	Cc1ccccc1CSc1ccc2nnc(-c3ccccn3)n2n1

# The final 6 entries of the part above lead into the next:
E-sel TNF inh	SMILES
-6	COC(=O)CSCC(=O)Nc1nnc(-c2ccccc2C)s1
12	S=c1[nH]nc(-c2cccs2)n1Cc1ccccc1
11	CCN1C(=O)CS/C1=N\S(=O)(=O)c1ccc(Cl)cc1
-12	Cc1onc(-c2ccccc2)c1C(=O)c1c[nH]c(C(=O)NCc2ccncc2)c1
-15	CCOc1ccc(C(=O)Nc2cc(C)ccn2)cc1
-11	Cc1ccccc1CSc1ccc2nnc(-c3ccccn3)n2n1
-62	COc1ccc(N2C(=O)N(Cc3cccc(F)c3)c3ccccc3S2(=O)=O)cc1
23	COC(=O)c1ccc(OC(=O)c2ccc(OC)cc2)c(OC)c1
-1	Cc1ccc(NC(=O)CSc2n[nH]c(-c3ccco3)n2)cc1
-7	O=[N+]([O-])c1ccc(N2CCN(CCO)CC2)cc1Sc1ccccn1
-37	CC(C(=O)NCc1ccc(F)cc1)c1ccc([N+](=O)[O-])cc1 (configuration not stated)
-27	CCOc1ccc(NC(=O)CCC(=O)NNC(=O)Nc2cccc(Cl)c2)cc1
-2	O=C(CNC(=O)c1ccco1)OCC(=O)c1ccccc1Cl
-14	CCOC(=O)c1sc(NC(=O)CCN2CCN(C)CC2)c(C(=O)OCC)c1C
-9	Cn1c(/C(C#N)=C/c2cccc(O)c2)nc2ccccc21
-2	COc1ccc(CCNC(=O)c2cc(S(=O)(=O)N3CCC4(CC3)OCCO4)ccc2F)cc1OC
-67	CC(C)N(C(=O)COC(=O)c1cccc(C(=O)OCC(=O)N(C(C)C)C(C)C)n1)C(C)C
-19	Cc1cc(C)c(S(=O)(=O)c2ccc(Cl)cc2C)c(Cl)n1
-19	CCOc1cc(NC(=S)NCC2CCCO2)c(OCC)cc1NC(=O)c1ccc(F)cc1 (configuration not stated)
-3	Cc1ccc(F)cc1NC(=O)CCOc1ccccc1
-18	O=C(Oc1cccc(O)c1)C1CCCCC1
8	Cc1cc(C(C)(C)C)c(O)c(C(C)(C)C)c1
9	COc1ccc(C(=O)OCc2csc(C)n2)c(O)c1
-2	O=C(O)c1ccc2c(c1)C(=O)/C(=C\c1ccco1)C2=O
-28	CN(C)c1cccc(C(=O)OCC(=O)N2CCc3ccccc3C2)c1
-20	COc1ccc(S(=O)(=O)Nc2cc3c(cc2C(C)=O)OCO3)cc1

# Sorted by value in E-sel TNF inh (ascending): 7 from the list above.
Structure	E-sel TNF inh
COc1ccc(N2C(=O)N(Cc3cccc(F)c3)c3ccccc3S2(=O)=O)cc1	-62
O=C(Oc1cccc(O)c1)C1CCCCC1	-18
Cn1c(/C(C#N)=C/c2cccc(O)c2)nc2ccccc21	-9
O=C(O)c1ccc2c(c1)C(=O)/C(=C\c1ccco1)C2=O	-2
Cc1ccc(NC(=O)CSc2n[nH]c(-c3ccco3)n2)cc1	-1
Cc1cc(C(C)(C)C)c(O)c(C(C)(C)C)c1	8
COc1ccc(C(=O)OCc2csc(C)n2)c(O)c1	9

# Following part:
E-sel TNF inh	SMILES
-9	O=C(NCCN1CCN(c2cccc(Cl)c2)CC1)c1ccc(CSc2nc3ccncc3[nH]2)cc1
-9	Cc1csc(SC(C)C(=O)NCC2CCCCC2)n1 (configuration not stated)
-5	CCOC(=O)c1c(NC(=O)C[n+]2ccc(Cc3ccccc3)cc2)sc(C)c1C
-7	CCOc1ccccc1NC(=O)C(NC(=O)C1CCC(C)CC1)C(C)C (configuration not stated)
-17	CCCC(c1nnnn1C(C)(C)C)N1CCN(Cc2ccccc2OC)CC1 (configuration not stated)
9	COc1ccc(C(=O)NCC(=O)OCn2nnc3ccccc3c2=O)cc1OC
-6	Cc1ccc(N2C(=O)C(F)(F)C2c2ccccc2)cc1 (configuration not stated)
10	COc1ccc(CC2(CO)CCN(Cc3cccc(OC)c3OC)CC2)cc1
25	C=CCn1cc(C(C)=O)c(=O)[nH]c1=O
-17	O=C(CCCn1c(=S)[nH]c2ccsc2c1=O)Nc1ccc2c(c1)OCCO2
23	CSC1=NCCN1S(=O)(=O)c1ccc(C)cc1
7	O=C(N/C(=C/c1ccccc1Cl)C(=O)N1CCCC1)c1ccccc1
-3	Cn1c(O)c(N=NC(=S)Nc2ccccc2F)c2cc(S(=O)(=O)N3CCOCC3)ccc21
-64	Cc1ccc(C)c(CN2C(=O)COc3ccc(C(=O)c4ccccc4C(=O)O)cc32)c1
-5	O=C(CCC1CCCN(C(=O)C2=CCCC2)C1)N1CCN(c2ccccn2)CC1 (configuration not stated)
9	CC(Nc1ccc2c(c1)OCCO2)C(=O)Nc1ccc2c(c1)OCO2 (configuration not stated)
-27	COc1ccc([N+](=O)[O-])cc1/C=N/NC(=O)Cc1ccccc1
10	Cc1nn(C)c(Cl)c1C(=O)NCC(=O)O
11	O=C(CCNS(=O)(=O)c1cccc2nsnc12)NCc1ccco1
-11	CS(=O)(=O)N1CCC(Oc2ccccc2C(=O)N2CCCCC2CO)CC1 (configuration not stated)

# More entries follow:
E-sel TNF inh	SMILES
-10	O=C1COc2ccc(C(=O)COC(=O)CNC(=O)C3CCCCC3)cc2N1
7	O=C(O)c1ccc(/C=N/Nc2ccc(F)cc2F)cc1
-4	Cn1cccc1/C=C1\CCc2ccccc2C1=O
-35	O=c1[nH]c2cc3c(cc2cc1CN(Cc1ccco1)C(=S)NCC1CCCO1)OCCO3 (configuration not stated)
17	O=C1CCCN2N=C(SCC(=O)N3N=C(c4ccc(Br)cc4)CC3c3ccc(F)cc3)SC2=N1 (configuration not stated)
12	Cc1ccc2nc(C)cc(N/N=C/c3cccnc3)c2c1
29	Cc1ccccc1CC(=O)N1CCCC(CCC(=O)N2CCN(c3ccccn3)CC2)C1 (configuration not stated)
-15	CC(C)(c1ccccc1)c1ccc(OCCCN2CCNCC2)cc1
-20	CCOc1ccc(C(CC(=O)O)NC(=O)COc2ccccc2OC)cc1OC (configuration not stated)
-10	COc1ccc(C(=O)N/N=C/c2cc3ccccc3[nH]c2=O)cc1
11	CCOC(=O)c1cnc(-c2ccccc2)nc1-c1ccccc1
-21	O=C(CCc1nnc(Cc2c[nH]c3ccccc23)o1)NC(C1CC1)C1CC1
-6	[O-]/[N+](=C\c1cccc(Br)c1)c1ccccc1
5	CCOC(=O)c1sc(NC(=O)Cc2ccc(F)cc2)nc1C
6	Cc1cc(-c2nnc(CCC(=O)NC(C)c3ccccc3Cl)o2)no1 (configuration not stated)
-16	Cc1c(CN2CCC(CO)(Cc3ccccc3)CC2)c2ccccc2n1C
-11	Oc1ccc(Br)cc1/C=N/Nc1ncc(-c2ccccc2)cn1
-33	Cc1[nH]nc(Nc2ccc(O)cc2)c1[N+](=O)[O-]
-17	Cc1ccc(S(=O)(=O)Nc2ccc3[nH]c(=O)[nH]c3c2)c(C)c1
-10	CCC1(C)Cc2ccccc2C(=S)N1 (configuration not stated)

# Next structures.
E-sel TNF inh	SMILES
-27	CCOC(=O)CC1(C)OCC(C[N+]2(C)CCCCC2)O1 (configuration not stated)
-5	CCCCOC(=O)Nc1nc2ccc([N+](=O)[O-])cc2s1
-10	Cc1nc(SCCOc2ccc(F)cc2)c2ccccc2n1
4	Cc1ccc(-c2nnc(-c3cccs3)o2)cc1
-9	COc1cccc(NC(=O)CSc2nnc3cc(C)nc(N)n23)c1
12	CC(=O)Nc1ccc(N(C(=O)CNC(=O)c2cccs2)C(C(=O)NC(C)(C)C)c2ccccc2)cc1 (configuration not stated)
-6	CCn1cc(CN2CCN(CCc3ccccc3)C(CCO)C2)c(C)n1 (configuration not stated)
-48	CCN(CC)P(=O)(Nc1ccc([N+](=O)[O-])cc1)c1c(C)nn(CCC#N)c1NC(=O)c1ccc(Cl)cc1Cl (configuration not stated)
-50	O=C(NCC1OCCCN1S(=O)(=O)c1cc(F)ccc1F)C(=O)NC1CCCCCC1 (configuration not stated)
16	O=C(NC1CCCCC1)NC12CC3CC(CC(C3)C1)C2
-3	O=C(NNC(=O)c1cccc(O)c1)Nc1ccc([N+](=O)[O-])cc1
6	Cc1nn(C)c(C)c1CS(=O)(=O)c1ccccc1
-30	COc1ccc([N+](=O)[O-])cc1NC(=O)CC1SC(=Nc2cccc(C)c2C)N(/N=C/c2cccc(OC)c2OC)C1=O (configuration not stated)
-10	Cc1ccc(NC(=O)CC2SC(=Nc3ccc(O)cc3)NC2=O)cc1 (configuration not stated)
3	COCC(C)NC(=S)Nc1ccccc1[N+](=O)[O-] (configuration not stated)
-15	CC12CNCC(C)(CN(C3(O)C(=O)Nc4ccc(Br)cc43)C1)C2=O (configuration not stated)
12	C/C(=N/NC(=O)CNc1ccc(Cl)cc1C)c1ccc(C)cc1
-20	CC(C)Oc1ccc(C2C(C#N)=C(N)Oc3c2oc(CO)cc3=O)cc1 (configuration not stated)
-10	O=C(Nc1cccnc1)c1ccccc1-c1ccccc1
10	C1CN(CC2CCN(c3nc4nonc4nc3N3CCSCC3)CC2)CCO1

# (continued)
E-sel TNF inh	SMILES
-45	CCOc1ccc(NC(=S)N=Nc2c(O)[nH]c3ccccc23)cc1
19	O=C(C1CCN(S(=O)(=O)c2ccccc2F)CC1)N1CCc2ccccc2C1
7	COc1ccc(NS(=O)(=O)c2cccc(NC(=O)NCCCl)c2)cc1
6	COc1ccc(/C=C/C(=O)c2ccc(NC3=NCCCS3)cc2)cc1OC
12	CSc1nc2ccc(Br)cc2[nH]1
4	CC1(C)CN(c2cccc(-c3ccnc4ncnn34)c2)C1=O
14	COc1ccc(-c2nn(-c3ccccc3)cc2/C=C\C(=O)Nc2ccc(C(=O)O)cc2)cc1
-33	Cc1cc(C)n(-c2ccc(S(N)(=O)=O)cc2[N+](=O)[O-])n1
-16	O=C(Nc1nnc(-c2cccs2)s1)C1CC1
1	CCN(CC)CCN(Cc1cc2ccc(C)cc2[nH]c1=O)C(=O)Nc1ccc(Cl)cc1
11	CC(=O)Nc1ccc(S(=O)(=O)Nc2ccc3c(c2)OCCO3)cc1
-17	CC(C)C(C)NC(=O)COC(=O)c1cc(S(=O)(=O)N(C)C)ccc1N1CCCC1 (configuration not stated)
-9	CCC(OC(=O)CN1C(=O)C(=O)c2ccccc21)C(=O)Nc1ccc(S(N)(=O)=O)cc1 (configuration not stated)
-44	CC1(C(=O)OCC(=O)Nc2ccc(C(N)=O)cc2)CC1(Cl)Cl (configuration not stated)
0	CCOC(=O)c1[nH]ncc1CN1CCCC(C(=O)c2cccc3ccccc23)C1 (configuration not stated)
-15	Cc1ccc2nc(-c3ccccn3)c(NC3CCCC3)n2c1
-28	Nc1cc(=O)[nH]c(N2CCN(c3ccccc3)CC2)n1
-38	O=C1CC(Sc2ncccc2C(=O)O)C(=O)N1 (configuration not stated)
-6	O=C(COc1ccccc1)N1CCN(C(=O)c2ccc([N+](=O)[O-])cc2)CC1
-10	COc1cc2[nH]c(=O)n(Cc3ccc(C(=O)NC4CCN(Cc5ccccc5)CC4)cc3)c(=O)c2cc1OC

# More results.
E-sel TNF inh	SMILES
4	CCC(=O)N=c1sc2ccccc2n1-c1ccccc1
30	Cc1cccc(C)c1OCC(O)CN1CCCCC1 (configuration not stated)
-6	CCN1CCCC1CNC(=O)C(=O)Nc1ccccc1 (configuration not stated)
-32	Cc1nnc(SCc2nnc(-c3cccs3)o2)n1C1CCCCC1
-4	CCNC(=S)NNc1nc(N2CCCCC2)nc(N2CCOCC2)n1
0	Cc1cc(=O)[nH]c(N/N=C/c2ccccc2C(F)(F)F)n1
-23	Cc1cc(Oc2ccc(=O)n(C)n2)nc(SCc2ccccc2)n1
6	COc1cc(C=C2C(=O)c3ccccc3C2=O)cc(OC)c1OC
-62	C=CCOC(=O)C1=C(C)N=C2SCCC(=O)N2C1/C=C/c1ccccc1 (configuration not stated)
-32	O=C(OCCN=C1NS(=O)(=O)c2ccccc21)c1cccs1
4	Cc1nc(N2CCC(C)CC2)c2c(C)c(C(=O)Nc3ccc(C)c(F)c3)sc2n1
-24	CC(C)(C)NC(=O)C(c1ccc(O)cc1)N(C(=O)CCC(=O)Nc1nccs1)c1ccccc1F (configuration not stated)
-38	O=C(N/N=C/c1ccc([N+](=O)[O-])cc1)c1[nH]ncc1Br
-55	CCOC(=O)c1csc(NC(=O)c2ccc(N3C(=O)CCC3=O)cc2)n1
3	CN(C)S(=O)(=O)c1ccc(C(=O)NCC(=O)N/N=C/c2ccco2)cc1
3	COc1ccc(NC(=O)N2CCCC(CCC(=O)N(C)CCc3ccccn3)C2)cc1 (configuration not stated)
4	O=C(O)/C=C/C(=O)NCCc1ccccc1
